SENP6 inh – blocks the human protease SENP6; AID 2599; inhibition, % at 10 µM; Recombinant SENP6 catalytic domain, aminoluciferin luminescence; 1.8% of 330,000 active; Q9GZR1;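 active = inhibition above about 50% at the single tested dose, limit read from the data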;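 note: plate controls were DMSO wells with enzyme for no effect and DMSO wells lacking enzyme for full effect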
Target sequence (Q9GZR1 628-1112 limits assumed): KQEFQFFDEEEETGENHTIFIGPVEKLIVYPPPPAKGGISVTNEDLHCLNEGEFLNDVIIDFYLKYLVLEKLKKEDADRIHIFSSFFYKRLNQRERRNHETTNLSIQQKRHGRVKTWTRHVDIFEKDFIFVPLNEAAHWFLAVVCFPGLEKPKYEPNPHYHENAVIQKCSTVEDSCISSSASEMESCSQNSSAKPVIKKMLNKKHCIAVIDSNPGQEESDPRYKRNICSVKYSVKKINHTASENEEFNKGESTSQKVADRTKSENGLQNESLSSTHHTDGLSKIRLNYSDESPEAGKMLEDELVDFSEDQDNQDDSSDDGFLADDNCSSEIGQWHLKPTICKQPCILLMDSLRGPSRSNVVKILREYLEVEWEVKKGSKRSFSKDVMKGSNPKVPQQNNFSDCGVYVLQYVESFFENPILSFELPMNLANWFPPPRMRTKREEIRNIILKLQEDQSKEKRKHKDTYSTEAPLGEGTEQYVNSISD
HKDC1 inhibitor – blocks human hexokinase HKDC1 activity | Q2TB90 | recombinant HKDC1, G6PDH/diaphorase resazurin coupled fluorescence | inhibition, % at 20 µM | 0.16% of 340,000 active | AID 493160;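 active = inhibition above about 35% when tested at 20 µM, limit read from the data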;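 note: plate controls were DMSO wells with enzyme for no effect and DMSO wells lacking enzyme for full effect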
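test system = in-house recombinant HK5 (HKDC1) enzyme | amount = HKDC1 at 5 µg/mL | control set = DMSO-enzyme wells negative, buffer-substituted wells positive | compound = one dose of 20 µM, 1% DMSO | schedule = reaction time 90 min, room temperature, protected from light | technique = resorufin fluorescence at 613 nm | reagent = glucose with 1 mM ATP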
ATG4B inh – inhibitors of human ATG4B cysteine protease; Q9Y4P1; ATG4B cleavage of LC3-PLA2, NBD-HPC fluorescence, 1 h; inhibition, % at 8.33 µM; 0.51% of 340,000 active; AID 504462; in the data active = inhibition above about 40%
MPTP block – permeability transition pore inhibition; isolated mouse mitochondria, Ca2+ swelling absorbance, 30 min; inhibition, % at 10 µM; 1.4% of 360,000 active;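 active = inhibition of 50% or more, scaled per plate between neutral and stimulator controls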;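 note: 0% = DMSO wells given calcium and 100% = 1 mM EGTA wells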
PfG6PD inh – PfG6PD (Plasmodium falciparum) enzyme inhibition. AID 504690. 0.78% of 350,000 active. inhibition, % at 20 µM. PfGluPho enzyme, NADPH resazurin-diaphorase fluorescence;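 active = inhibition reaching at least a set limit at 20 µM in the primary screen, cut at about 59% in these data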;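 note: 0% = DMSO wells with substrate and 100% = DMSO wells lacking glucose-6-phosphate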
SENP7 inh – SENP7 protease inhibition | AID 434973 | Q9BQF6 | recombinant SENP7, Z-RLRGG-aminoluciferin luminescence, 40 min | inhibition, % at 5 µM | 1.5% of 330,000 active;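 active = inhibition above about 50% at the single test dose, limit read from the data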;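 note: plate controls were DMSO with enzyme for no effect and no enzyme buffer wells for full effect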
Target sequence (Q9BQF6 706-1050 limits assumed): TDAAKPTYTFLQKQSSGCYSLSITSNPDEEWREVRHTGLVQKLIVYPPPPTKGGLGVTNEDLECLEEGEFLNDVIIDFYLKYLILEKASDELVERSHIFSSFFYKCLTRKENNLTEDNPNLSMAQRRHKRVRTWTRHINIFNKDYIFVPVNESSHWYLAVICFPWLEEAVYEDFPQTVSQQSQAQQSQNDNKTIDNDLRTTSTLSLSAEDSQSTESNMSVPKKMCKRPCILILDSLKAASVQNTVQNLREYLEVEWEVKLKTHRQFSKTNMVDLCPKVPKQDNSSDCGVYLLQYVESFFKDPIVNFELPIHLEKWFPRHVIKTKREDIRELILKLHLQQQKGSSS
GRIN3A LBD mod – modulates the human NR3A ligand-binding domain. NR3A LBD differential scanning fluorimetry, Tm shift; 0% = protein alone, 100% = glycine-bound protein. Tm shift relative to glycine control, % at 25 µM. 2.5% of 340,000 active;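 active = melting temperature shift of at least 10% of the positive control shift, at one fixed dose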
SENP8 inh – inhibitors of human SENP8 protease; recombinant SENP8, Nedd8 substrate fluorescence; inhibition, % at 20 µM; Q96LD8; 0.64% of 360,000 active; in the data active = inhibition mostly above about 40%, no sharp cut-off; inactive = mostly below about 27%
Target sequence (Q96LD8 whole entry, looked up): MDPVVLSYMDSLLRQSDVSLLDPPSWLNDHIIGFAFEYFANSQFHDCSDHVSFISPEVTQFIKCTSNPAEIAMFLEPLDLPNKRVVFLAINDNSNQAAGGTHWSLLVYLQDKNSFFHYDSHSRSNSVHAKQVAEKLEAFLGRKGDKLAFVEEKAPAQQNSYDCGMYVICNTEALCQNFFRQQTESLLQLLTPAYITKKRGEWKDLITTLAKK
* = called active by the depositor; . = no result given. No enrichment for hits. About 6.9% of those tested had a hit in this group.

SMILES	SENP6 inh	HKDC1 inhibitor	ATG4B inh	MPTP block	PfG6PD inh	SENP7 inh	GRIN3A LBD mod	SENP8 inh
COc1ccc(S(=O)(=O)Nc2ccc3c(c2)n(C)c(=O)n3C)cc1	8	11	6	-2.2	-20	1	-1	5
O=C1CCCC/C1=C\Nc1ccc(Cl)cn1	-5	-2	-3	-1.1	21	-6	2	5
CN(C(=O)COC(=O)c1cc2c(s1)CCCCC2)c1ccccc1	-10	4	1	-2.3	3	-11	2	8
COCCCn1c(SCC(=O)N2CCOCC2)nc2cc(Cl)ccc2c1=O	-6	-6	-7	-0.6	-1	1	-3	5
O=C(c1ccc([N+](=O)[O-])cc1)N1CCSC1c1ccc(Br)cc1 (centres undefined)	3	9	4	-0.3	-12	2	-2	18
O=c1c2ccccc2oc2cc(OCc3cccc(F)c3)cc(O)c12	-25	0	7	0.4	-23	-9	0	-78
CN(CC(=O)Nc1ccc2c(c1)OCCO2)CC(=O)Nc1ccc(F)c(F)c1F	-7	0	-9	-0.7	0	-10	-1	22
Cc1cc([N+](=O)[O-])ccc1NC(=O)CN1C2CCC1CC(NC(=O)NC13CC4CC(CC(C4)C1)C3)C2 (centres undefined)	10	-5	-3	1.9	-18	9	1	33
CCOC(=O)/C(C(=O)Nc1ccccc1Br)=C1/NC(C)(C)Cc2ccccc21	14	0	-8	0.8	22	7	13*	11
O=C(COC(=O)C1CC1)Nc1ccccc1Sc1ccccc1	17	0	7	1.1	-3	16	-2	-1
CCOC(=O)C1=CN(Cc2cccc(F)c2)S(=O)(=O)NC1c1ccc(F)c(Cl)c1 (centres undefined)	.	9	.	0.1	-11	3	9	-14
COC(=O)c1cc(S(=O)(=O)NCC2CCN(Cc3ccc(Cl)cc3)CC2)cn1C	-8	-4	0	-0.3	-15	-11	-1	-4
C[C@H]1CN([C@@H](C)CO)C(=O)c2cc(NS(=O)(=O)c3ccc(F)cc3)ccc2O[C@H]1CN(C)S(=O)(=O)c1cn(C)cn1	-20	0	8	-1.2	-10	4	1	9
COc1cc(C2C(C(=O)c3ccc(C)o3)=C(O)C(=O)N2Cc2cccnc2)ccc1O (centres undefined)	0	-5	-1	2.1	9	-3	2	12
CN1OCC(S(=O)(=O)c2ccccc2)C1c1ccccc1 (centres undefined)	5	-7	5	-1.6	-7	4	-2	0
CCNc1nc(SCC(=O)OC)nc(N2CCOCC2)n1	-17	1	-14	0.5	-5	0	2	9
CCCNC(=O)COC(=O)c1ccccc1C(=O)N(C)C1CCCCC1	2	-10	-13	1.7	12	0	-4	0
COc1ccc(NC(=S)N2CCN(C(=O)c3ccccc3)CC2)cc1	-7	0	-3	0.8	5	6	1	10
O=C(O)COc1ccccc1/C=N/NC(=O)c1ccc(F)cc1	-1	-2	-8	0.0	2	9	-1	-22
COCCNC(=O)c1cccc(OC2CCN(Cc3ccc(C(C)C)cc3)CC2)c1	-4	-4	12	1.3	6	0	-3	10

5 entries drawn at random from the list so far:
SMILES	SENP6 inh	HKDC1 inhibitor	ATG4B inh	MPTP block	PfG6PD inh	SENP7 inh	GRIN3A LBD mod	SENP8 inh
CN1OCC(S(=O)(=O)c2ccccc2)C1c1ccccc1 (centres undefined)	5	-7	5	-1.6	-7	4	-2	0
O=C(O)COc1ccccc1/C=N/NC(=O)c1ccc(F)cc1	-1	-2	-8	0.0	2	9	-1	-22
COCCNC(=O)c1cccc(OC2CCN(Cc3ccc(C(C)C)cc3)CC2)c1	-4	-4	12	1.3	6	0	-3	10
CCNc1nc(SCC(=O)OC)nc(N2CCOCC2)n1	-17	1	-14	0.5	-5	0	2	9
C[C@H]1CN([C@@H](C)CO)C(=O)c2cc(NS(=O)(=O)c3ccc(F)cc3)ccc2O[C@H]1CN(C)S(=O)(=O)c1cn(C)cn1	-20	0	8	-1.2	-10	4	1	9

More structures follow:
SMILES	SENP6 inh	HKDC1 inhibitor	ATG4B inh	MPTP block	PfG6PD inh	SENP7 inh	GRIN3A LBD mod	SENP8 inh
CC(=O)C1=C(O)C(=O)N(c2ccc(S(N)(=O)=O)cc2)C1c1ccc([N+](=O)[O-])cc1 (centres undefined)	10	-10	-8	-0.7	-21	7	3	19
O=C(COC(=O)Cc1c(F)cccc1Cl)Nc1nnc(-c2ccccc2)o1	-4	-4	-11	0.2	-10	-2	-1	-31
COc1ccccc1N1CCN(C2CCCN(C(=O)c3csc(C)n3)C2)CC1 (centres undefined)	-6	0	6	-0.5	1	-2	0	13
CCCC(c1nnnn1Cc1ccco1)N1CCN(c2cc(Cl)ccc2C)CC1 (centres undefined)	7	4	8	-3.4	17	-2	1	12
Cc1oc(-c2ccccc2Cl)nc1CS(=O)CC(=O)NCc1ccc2c(c1)OCO2 (centres undefined)	9	0	1	17	-16	-2	1	11
COc1ccc(OCc2nnc(SCC(=O)Nc3nnc(C4CC4)s3)n2C)cc1	-5	0	3	1.5	-3	8	-2	2
COc1ccc(CN2[C@@H](CC(=O)O)c3cc(F)ccc3S2(=O)=O)cc1	0	-8	4	-0.9	-26	6	3	13
CC1CCCC(NC(=O)COC(=O)c2sc3ccccc3c2Cl)C1C (centres undefined)	-13	-13	13	-0.6	-13	8	-2	8
C=C(C)C1Cc2c(C)nn(-c3ccccn3)c2C1 (centres undefined)	3	-9	11	2.7	-13	0	1	24
CCc1nc2c(c(=O)[nH]1)C(CC)(CC)Cc1ccccc1-2	-20	-6	0	-0.9	-17	0	1	-77
COc1cccc(N(CC(=O)NC2CCCC2)C(=O)CCCC(=O)Nc2ccccn2)c1	-16	-3	-5	1.8	4	0	-1	-5
COc1ccc(/C(O)=C2\C(=O)C(=O)N(CC3CCCO3)C2c2cc(OC)ccc2OC)cc1 (centres undefined)	-2	-4	0	1.1	-10	0	0	8
O=C(CSc1nnc(-c2ccco2)o1)N1CCOCC1	4	12	1	-2.1	-20	4	-2	-4
COc1ccc(S(=O)(=O)NCc2ccncc2)cc1NC(=O)c1ccc(Cl)cc1	2	-8	-16	-0.2	0	-4	1	10
O=C1/C(=C\c2cccc(O)c2)SC(=S)N1Cc1ccccc1	-9	3	9	4.0	-1	-13	5	28
CCOC(=O)CNC(=O)c1cc(-c2ccc3c(c2)OCCO3)oc1C	-27	2	-9	0.4	19	22	2	-17
CCN(CC)CCN1C(=O)C(=O)/C(=C(/O)c2cnn(-c3ccccc3)c2C)C1c1cccnc1 (centres undefined)	-14	2	-9	-1.2	3	-2	-1	12
CCOc1ccc(C(=O)NCC(=O)Nc2cc(C)ccn2)cc1OCC	-3	-1	-3	0.5	-7	9	3	-4
O=C(Nc1ccc(F)c(F)c1)C1CCN(S(=O)(=O)c2cccc3nonc23)CC1	14	-2	1	2.9	3	-11	0	8
COc1c2ccoc2c(OC[C@@H](O)C(C)(C)OC)c2oc(=O)ccc12	-16	21	-14	-0.2	-5	9	2	-381
C/C(=N/NC(=O)CNC(=O)c1cccnc1)c1ccccc1	1	-1	-2	-1.0	-17	3	-1	13
CCOc1ccccc1N(CC(=O)NC1CCCCC1)S(C)(=O)=O	16	1	-8	-1.5	-3	1	-3	17
CC(C)OCCCNC(=O)C1CCN(S(=O)(=O)N2CCCCC2)CC1	-11	7	-15	-1.1	-16	2	-2	7
O=C(CCN1CCCCC1c1cccnc1)NCc1ccccc1 (centres undefined)	9	-7	4	0.6	-14	2	1	14
O=S(=O)(Nc1nc2c(s1)CCCC2)c1ccc(Br)cc1	-6	1	4	-2.2	5	-3	-8	30
O=[N+]([O-])c1cc(/C=N/Nc2nc3ccccc3[nH]2)c(O)cc1O	.	-22	2	.	14	.	9	.
Fc1ccc(-n2c(-c3ccco3)nc3nc4ccccc4nc32)cc1	-3	-4	-2	0.1	-5	0	-1	-412
O=C(O)C1(c2ccccc2)CCN(S(=O)(=O)c2ccc(F)c(F)c2)CC1	-19	-7	-12	-0.8	-11	-2	5	10
Cc1c(C(=O)NCC2CCCO2)sc2nc(-c3ccccc3)cn12 (centres undefined)	4	0	-1	-2.1	20	-10	-2	31
COC(=O)c1ccc(NC(=O)C(=O)N2CCN(C(=S)Nc3ccc(C)cc3)CC2)cc1	5	16	-12	0.5	6	4	11*	23
Oc1ccc(-c2nnc(Nc3ccccc3)c3ccccc23)cc1	-3	-5	-3	-0.3	-8	-13	0	5
Cn1c(CC2C(=O)Nc3ccc(Br)cc32)nc2ccccc2c1=O (centres undefined)	6	8	-5	-0.8	9	-10	-4	-12
CCN(CC1CCCO1)C(=O)c1cc(COc2ccc(F)cc2F)on1 (centres undefined)	3	6	10	0.9	-20	0	2	13
COc1ccccc1-n1c(SCC(=O)Nc2ccccc2F)nc2[nH]ncc2c1=O	-8	-8	-3	-0.8	13	-2	-4	-1
Cc1ccc(C(=O)NC(Cc2cccc(F)c2)C(=O)O)cc1 (centres undefined)	.	0	-2	0.2	-13	-4	-2	7
CC(C)(C)C(=O)Nc1ccc(/C=C/C(=O)c2ccco2)cc1	-4	0	-4	0.8	10	-17	-9	-225
O=C(N/N=C/c1ccco1)C1CC1(c1ccccc1)c1ccccc1 (centres undefined)	-9	6	0	0.3	6	-1	1	23
CC(C)CN(C(=O)c1cccc(S(=O)(=O)N2CCN(Cc3ccccc3)CC2)c1)C1CCS(=O)(=O)C1 (centres undefined)	-4	-3	-5	-1.5	-11	-2	1	5
CCOc1ccc(-c2cn(-c3ccc(OC)cc3)c(SC)n2)cc1	15	-6	18	4.6	7	-11	1	12
CCC(Sc1nc(=O)cc(N)n1-c1ccccc1)C(=O)Nc1cc(C)on1 (centres undefined)	-15	-4	5	-0.1	11	-32	-9	4
CCOC(=O)N1CCC(Nc2c([N+](=O)[O-])cc(C(=O)O)cc2[N+](=O)[O-])CC1	-16	-5	-5	0.2	-1	-2	0	15
CCn1c2ccccc2c2cc(/C=N/NC(=O)c3ccccc3)ccc21	-3	-1	-9	0.7	5	9	-3	-329
O=C(CN1CCOCC1)Nc1ccccc1	1	10	-15	0.4	-19	3	-2	4
CCOC(=O)c1c(NC(=O)c2cccc(N3C(=O)CCC3=O)c2)sc(C)c1C	-10	-3	-7	4.6	17	-4	-10	-159
O=C(Nc1ccc(Cl)cc1F)C1CC(=O)N(Cc2ccco2)C1 (centres undefined)	-9	-3	4	0.0	6	13	1	-16
COCCN(CC(=O)Nc1cccc(C)c1C)C(=O)Cc1sc(C)nc1-c1ccc(F)cc1	-2	4	-4	0.3	-5	-5	2	-6
CCN1CCN(S(=O)(=O)c2ccc(C(=O)Nc3sc4c(c3C(N)=O)CCN(CC)C4)cc2)CC1	-4	5	-10	-1.5	12	0	0	-120
O=C(NCc1ccccc1C(F)(F)F)c1cccc2c1C(=O)c1ccc(N3CCOCC3)cc1S2(=O)=O	-9	8	-2	2.0	-12	-6	-9	14
Cc1nc2c(C)cccn2c1/C(O)=C1\C(=O)C(=O)N(CCN(C)C)C1c1ccccc1 (centres undefined)	-21	-3	-2	1.1	-5	4	0	13
COC(=O)c1ccccc1NC(=O)CNC(=O)c1ccco1	-18	0	2	0.3	-3	-9	-4	8

Single records, as listed above.
CC(=O)C1=C(O)C(=O)N(c2ccc(S(N)(=O)=O)cc2)C1c1ccc([N+](=O)[O-])cc1 (centres undefined) as listed: SENP6 inh = 10; HKDC1 inhibitor = -10; ATG4B inh = -8; MPTP block = -0.7; PfG6PD inh = -21; SENP7 inh = 7; GRIN3A LBD mod = 3; SENP8 inh = 19
O=C(COC(=O)C1CC1)Nc1ccccc1Sc1ccccc1 as listed: SENP6 inh = 17; HKDC1 inhibitor = 0; ATG4B inh = 7; MPTP block = 1.1; PfG6PD inh = -3; SENP7 inh = 16; GRIN3A LBD mod = -2; SENP8 inh = -1

The results go on:
SMILES	SENP6 inh	HKDC1 inhibitor	ATG4B inh	MPTP block	PfG6PD inh	SENP7 inh	GRIN3A LBD mod	SENP8 inh
CCOc1cccc(C(=O)NC(c2ccccc2)C(C)C)c1 (centres undefined)	18	-2	-7	1.1	17	20	-3	18
CCN(CC)CCN1C(=O)C(O)=C(C(=O)c2ccco2)C1c1ccccn1 (centres undefined)	-10	1	-12	-0.7	11	-2	3	-2
CCOC(=O)C(Cc1ccccc1)NC(=O)CCCC(=O)c1ccccc1 (centres undefined)	15	5	0	0.9	-13	10	-2	13
O=C(c1cn[nH]c1)c1cc(F)ccc1O	3	-7	-14	2.1	-13	4	-1	17

Bioassay records deposited in PubChem by Sanford-Burnham Center for Chemical Genomics.
